# High-throughput results: PubChem BioAssay, Johns Hopkins Ion Channel Center
# Kir21 block – blocks the mouse Kir2.1 inward-rectifier potassium channel; HEK293-Kir2.1, FluxOR thallium flux fluorescence; stronger effect = lower value; hit rate 0.85% among 310,000; AID 1672; B-score at 10 µM; P35561;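 active = fluorescence ratio B-score at or below minus 3 SD of library scores, with starting-brightness B-score within 2 SD, cut at about -4.2 in these data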;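 note: channel flux triggered by added potassium and thallium sulfate stimulus; B-score of peak minus minimum fluorescence over baseline after thallium stimulus; more negative B-score means stronger Kir2.1 block with less thallium influx; some compounds called inactive have numbers as strong as hits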
# Target sequence (P35561 whole entry, looked up): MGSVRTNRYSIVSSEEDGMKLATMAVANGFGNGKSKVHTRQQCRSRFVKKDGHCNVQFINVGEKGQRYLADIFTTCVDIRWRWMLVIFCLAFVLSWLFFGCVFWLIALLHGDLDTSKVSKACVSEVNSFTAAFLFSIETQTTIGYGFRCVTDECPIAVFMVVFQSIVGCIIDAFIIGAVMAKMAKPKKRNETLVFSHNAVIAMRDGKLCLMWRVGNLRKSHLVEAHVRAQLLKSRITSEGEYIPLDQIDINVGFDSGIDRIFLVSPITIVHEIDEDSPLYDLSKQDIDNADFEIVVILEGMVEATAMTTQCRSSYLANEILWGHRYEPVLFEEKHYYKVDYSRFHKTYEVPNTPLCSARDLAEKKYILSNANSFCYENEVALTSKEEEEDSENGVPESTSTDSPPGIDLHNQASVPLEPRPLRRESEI
# KCNQ2 block – KCNQ2 channel blockers in CHO-K1 cells – cell-based, FluxOR thallium flux, B-score, primary screen (AID 2156). 20 min; stronger effect = lower value. B-score at 10 µM. O88943. hit rate 1.1% among 310,000;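 active = fluorescence ratio B-score at most minus 3 library SDs, with starting brightness B-score within 2 library SDs, cut at about -5.5 in these data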
# * = called active by the depositor; i = inactive. Compounds were not picked by outcome, and some 1.8% of all compounds hit somewhere here.
SMILES,Kir21 block,KCNQ2 block
CC1CCCN(C(=O)C2CCN(S(=O)(=O)c3cccc4cccnc34)CC2)C1 (stereo not drawn),-0.06,i
CCOc1ccc(N/C(C)=C\C(=O)c2ccc3c(c2)OCCO3)cc1,-0.22,i
CCSc1nnc(NC(=O)c2nn(C(C)C)c(=O)c3ccccc23)s1,-0.03,i
Cc1cc(N2C(=O)c3ccc(C(=O)Nc4ccc(O)cc4C(=O)O)cc3C2=O)no1,2.2,i
CCOC(=O)c1sc2cc([N+](=O)[O-])cc(SCC(=O)OC)c2c1N,-0.91,i
CCOc1ccc(/C=C/C2=Cc3c(sc(NC(=O)CSc4n[nH]c(N)n4)c3C#N)C(C)(C)C2)cc1,0.12,i
CCOc1ccc2nc(N(CCN(CC)CC)C(=O)c3cccc([N+](=O)[O-])c3)sc2c1,0.47,i
NNc1ncnc2c1cnn2-c1ccccc1,3.6,i
Cc1ccc(S(=O)(=O)NN2C(=O)c3ccccc3NC2c2ccccc2O)cc1 (stereo not drawn),-1.5,i
Cc1ccc(N=Cc2ccc[nH]2)c(O)c1,2.5,i
COc1cccc(CN(CC(=O)NC2CCCC2)C(=O)c2csnn2)c1,0.1,i
CC(=O)Oc1ccc2nc(-c3ccc(Br)o3)oc(=O)c2c1,-0.84,i
CC(C)CC1c2[nH]c3ccccc3c2CCN1C(=O)C1CCOCC1 (stereo not drawn),-0.69,i
CCOc1ccccc1OCCC(=O)OCC(=O)c1ccc[nH]1,-1.1,i
Brc1c(NC2=NCCN2)ccc2nccnc12,1.7,i
CCOCCCN(C(=O)c1snc(C(N)=O)c1N)C(C(=O)NC1CCCC1)c1ccc(O)c(OC)c1 (stereo not drawn),-0.12,i
CCN(C(=O)CSc1nnc(C)n1-c1ccccc1)C1CCS(=O)(=O)C1 (stereo not drawn),2,i
O=C(c1ccc(COc2ccccc2Br)cc1)N1CCCCCC1,-0.86,i
O=C(O)c1c[nH]ccc1=O,-1.7,i
CCOC(=O)c1sc(NC(=O)CSc2nc(C)cc(C(F)(F)F)n2)c(C#N)c1C,-0.42,i
Cc1ccc(-c2nnc(Nc3ccc(O)cc3)c3ccccc23)cc1S(=O)(=O)NCCO,2.5,i
COc1cc2c(cc1OC)C(COc1ccc(F)cc1)N(C(=O)c1ccco1)CC2 (stereo not drawn),-0.05,i
CC(=O)N1CCc2cc(C(=O)CN3CCN(c4ccccc4F)CC3)ccc21,1.8,i
O=C(CNC(=O)c1ccccc1F)NCCCN1CCCC1=O,-0.62,i
CCn1c(SCC(=O)Nc2ccc(C)cc2)nc2nc3c(cc2c1=O)COC(C)(C)C3,1.6,i

# Going on with the list.
SMILES,Kir21 block,KCNQ2 block
Cc1ccc(S(=O)(=O)N2CCC(C(=O)OCC(=O)N3CCC(C)CC3)CC2)cc1C,1,i
COc1cccc(NC(=O)CSc2nc3ccccc3c(=O)n2CCCC(=O)N2CCCC2)c1,0.37,i
Cc1ccc(S(=O)(=O)Nc2nnc(C(C)(C)C)s2)cc1,-0.14,i
Cc1ccc(C(=O)n2cnnc2N)cc1,-0.95,i
COCCOC(=O)c1c(C)nc(SCC(=O)Nc2ccc(OC)cc2)c(C#N)c1-c1ccco1,2.8,i
COc1ccc(CCSc2nnc(C3CCCCC3)n2N)cc1,1.4,i
CCOc1cc(C(=S)N2CCOCC2)ccc1OS(=O)(=O)c1ccc(C)cc1,-0.1,i
COc1cccc2cc(-c3nc(-c4cccs4)cs3)c(=O)oc12,0.98,i
O=C(CN(c1ccccc1)S(=O)(=O)c1ccccc1[N+](=O)[O-])NN=C1CCCCCCC1,-0.09,i
COc1cccc(NC(=O)CSc2nc3c([nH]c4ccccc43)c(=O)n2C)c1,1.7,i
Cc1ccc(NC(=O)N2CCC(O)(c3cccnc3)CC2)cc1,-0.37,i
COc1ccc(CNC(=O)CCCOc2cc(=O)n(C)c3ccccc23)cc1,-1.4,i
COc1ccc(OC)c(C(O)c2coc3ccc(O)c(CN4CCOCC4)c23)c1 (stereo not drawn),0.01,i
CCOC(=O)N1CCC(NC(=O)CS(=O)(=O)Cc2nc(-c3ccc(C)cc3)oc2C)CC1,-0.57,i
CC1CCN(CC(=O)Nc2ccc(S(=O)(=O)N3CCCC(C)C3)cc2)CC1 (stereo not drawn),0.66,i
COc1ccccc1OCC(=O)N1CCCC(Nc2ccc(C)c(C)c2)C1 (stereo not drawn),-0.38,i
NC(=O)CSc1nnc(-c2ccco2)n1N,-0.16,i
COc1ccc(C(CNC(=O)COc2cc(C)c(Cl)c(C)c2)N2CCCCC2)cc1 (stereo not drawn),-2.7,-6*
COC(=O)c1cc2oc(C)cc2n1CC(=O)Nc1ccc(C)c(C)c1,0.87,i
CC1CCCC(NC(=O)c2nn(C)c3c2CS(=O)(=O)c2ccccc2-3)C1C (stereo not drawn),0.71,i
CN(C)CCNC(=O)/C=N/O,0.1,i
Cc1cccc2cc3c(nc12)-c1ccccc1C3=O,-1.6,i
Nc1ccc(-n2cc(-c3ccccc3)[nH]c2=S)cc1,-1.7,i
O=C(Cc1ccc(Cl)cc1)Nc1ccccc1N1CCN(C(=O)c2ccccc2)CC1,-1,i
O=S(=O)(c1cccs1)N1CN(Cc2cccs2)c2nc3ccccc3nc21,-0.63,i

# Marked active in KCNQ2 block, of those listed so far:
SMILES,Kir21 block,KCNQ2 block
COc1ccc(C(CNC(=O)COc2cc(C)c(Cl)c(C)c2)N2CCCCC2)cc1 (stereo not drawn),-2.7,-6*

# More compounds:
SMILES,Kir21 block,KCNQ2 block
O=C(Nc1ccc(F)cc1)c1ccc(S(=O)(=O)NCc2cccnc2)cc1,-0.06,i
Cc1cccc(CSc2cccc3cccnc23)c1,-0.86,i
Cc1ccc(-c2nnc(CSc3nnc(C)s3)o2)cc1,-0.67,i
CCOc1ccc(Nc2oc(-c3ccccc3Cl)nc2C#N)cc1,-0.53,i
C/C(CC(=O)Nc1cc(Cl)ccc1C)=N\NC(=O)C(=O)N1CCCC1,0.35,i
CCN1CCN(c2nc3ccccc3nc2C(C#N)S(=O)(=O)c2ccc(C)c(C)c2)CC1 (stereo not drawn),0.74,i
Cc1nn2c(=O)cc(CSc3ccccc3NC(=O)c3ccccc3F)nc2s1,-1.9,i
O=C(COc1ccc2c(c1)CCC2)NCc1cccc(Cl)c1,-1.5,i
CCOC(=O)c1sc(NC(=O)CNCc2cccnc2)c(C(=O)OCC)c1C,-0.26,i
CCCCC(=O)Nc1ccc(C(=O)N2CCN(c3ccccc3OC)CC2)cc1,-0.87,i
CCC(=O)N/N=C(\C)CC(=O)Nc1cccc([N+](=O)[O-])c1,2.5,i
COc1cccc(C(=O)Nc2cccc(NC(C)=O)c2)c1,-1.2,i
CNC(=O)Nc1nnc(C(C)(C)C)s1,-0.09,i
Cc1c(C(=O)N2CCCCC2)oc2ccc(Br)cc12,-0.03,i
CCCN(C(=O)c1cn(CC)c2nc(C)ccc2c1=O)c1c(N)n(Cc2ccccc2)c(=O)[nH]c1=O,-0.11,i
CCCCC(=O)Nc1cc(C)c(NC(=O)c2cccs2)cn1,0.97,i
CC(C(=O)Nc1ccccc1Cl)N(c1ccccc1)S(C)(=O)=O (stereo not drawn),0.66,i
O=C(NCC(=O)N1CCC2(CC1)NCCc1[nH]cnc12)c1ccc2ccccc2c1,-0.61,i
Cc1nn(Cc2ccc(Cl)cc2)c(C)c1NC(=O)c1ccc([N+](=O)[O-])cc1,-1.6,i
COc1ccc(N(CC(=O)Nc2cccnc2)S(=O)(=O)c2ccccc2)cc1Cl,-0.32,i
Cc1cc(C)cc(NS(=O)(=O)c2ccc(NC(=O)c3ccccc3C(=O)O)cc2)c1,-2.3,i
O=c1[nH]c2c(oc3ccccc32)c(=O)n1Cc1ccccc1,-1.7,i
Cc1nnc(C)c2c(C)n(C(c3ccccc3)c3ccccc3)c(C)c12,-4.5*,i
Nn1c(SCC(=O)Nc2ccc3c(c2)OCCO3)nnc1C(F)(F)F,0.37,i
CC(C)CN(C(=O)c1cc(=O)[nH]c2ccccc12)c1c(N)n(Cc2ccccc2)c(=O)[nH]c1=O,0.3,i

# Carrying on.
SMILES,Kir21 block,KCNQ2 block
O=C(NCC1CC1)Nc1cccc(Cl)c1,-0.21,i
CCOC(=O)c1cc(-c2nnc(-c3ccc(Cl)cc3)o2)c(C)nc1C,-0.1,i
CC(=O)c1c(C)[nH]c(C(=O)NCc2cccc(Cl)c2)c1C,0.78,i
COc1cc(C(=O)Nc2nc(N)n(-c3ccccc3)n2)cc(OC)c1OC,1.2,i
COc1ccc(C(CNc2ccc(S(C)(=O)=O)cc2[N+](=O)[O-])N(C)C)cc1OC (stereo not drawn),-1.1,i
Cc1cccc(NC(=O)Cn2c(=O)oc3ccccc32)n1,0.15,i
OCc1nc(CO)n(Cc2ccccc2)n1,-0.32,i
Cc1cccc(C(=O)NNC(=O)CCCCC(=O)NNC(=O)c2cccc(C)c2)c1,0.25,i
CC(C)C(=O)Nc1ccc(N2CCN(C(=O)c3cccs3)CC2)cc1,0.19,i
COc1ccc(OC)c(N(CC(=O)N2CCN(c3cc(Cl)ccc3C)CC2)S(C)(=O)=O)c1,0.18,i
Oc1ccccc1C1=Nc2ccccc2N=C(c2cccs2)C1,0.05,i
COc1ccc(-c2nc(-c3ccc4c(c3)OCO4)[nH]c2-c2ccc(OC)cc2)cc1,0.68,i
Cc1ccnc(N2CCC(C(=O)Nc3cccc(C(F)(F)F)c3)CC2)n1,0.49,i
C/C(=N\NC(=O)c1cc2c(s1)CCC(C)C2)c1ccncc1 (stereo not drawn),-0.55,i
CCOc1ccc(/C=C/C(=O)N(CC)CC(=O)Nc2ccc3c(c2)OCCO3)cc1OC,-0.03,i
Cc1ccc(-c2nnc(N3CCC(C)CC3)c3ccccc23)cc1,1.6,i
COc1ccccc1C1(CC(=O)O)CCOC(C)(C)C1 (stereo not drawn),-0.48,i
Cc1ccc(C)n1-n1cnc2scc(-c3cccs3)c2c1=O,2.1,i
O=C(c1ccc2[nH]c(=O)c(=O)[nH]c2c1)N1CCN(Cc2ccccc2)CC1,-0.48,i
O=C(NC1CCCC1)c1ccc(Cl)c(S(=O)(=O)N2CCCCC2)c1,0.21,i
Cc1ccc(S(=O)(=O)N2CCCC(C(=O)NCCc3ccc4c(c3)OCO4)C2)cc1 (stereo not drawn),-1.6,i
Cn1c(NC(=O)c2cc(-c3ccc4c(c3)OCO4)nc3ccccc23)cc(=O)n(C)c1=O,0.27,i
N#CC12CCCCC1CC1CCCCC1(C#N)N2Cc1ccccn1 (stereo not drawn),-0.21,i
CC(C)(C)C(=O)CNCC(=O)C(C)(C)C,2.7,i
Cc1ccc(-c2csc(-c3c[nH]c4ccccc34)n2)cc1,-0.62,i

# 2 records picked at random from the list so far, as already listed:
SMILES,Kir21 block,KCNQ2 block
O=C(NCC1CC1)Nc1cccc(Cl)c1,-0.21,i
Cc1ccc(S(=O)(=O)N2CCCC(C(=O)NCCc3ccc4c(c3)OCO4)C2)cc1 (stereo not drawn),-1.6,i

# Arranged by the number under Kir21 block (falling): 6 of the compounds above.
structure	Kir21 block	KCNQ2 block
Cc1ccnc(N2CCC(C(=O)Nc3cccc(C(F)(F)F)c3)CC2)n1	0.49	i
Cn1c(NC(=O)c2cc(-c3ccc4c(c3)OCO4)nc3ccccc23)cc(=O)n(C)c1=O	0.27	i
CC(C)C(=O)Nc1ccc(N2CCN(C(=O)c3cccs3)CC2)cc1	0.19	i
COc1ccccc1C1(CC(=O)O)CCOC(C)(C)C1 (stereo not drawn)	-0.48	i
C/C(=N\NC(=O)c1cc2c(s1)CCC(C)C2)c1ccncc1 (stereo not drawn)	-0.55	i
Cc1ccc(S(=O)(=O)N2CCCC(C(=O)NCCc3ccc4c(c3)OCO4)C2)cc1 (stereo not drawn)	-1.6	i

# Returning to the listing, repeating the two entries before the break.
SMILES,Kir21 block,KCNQ2 block
CC(C)(C)C(=O)CNCC(=O)C(C)(C)C,2.7,i
Cc1ccc(-c2csc(-c3c[nH]c4ccccc34)n2)cc1,-0.62,i
COc1ccc(N2CCN(CCCNC(=O)C(=O)c3c[nH]c4ccccc34)CC2)cc1,0.08,i
c1cncc(Nc2nc(-c3ccncc3)cs2)c1,1.8,i
CC1CN(C(=O)c2cc3ccccc3cc2O)CC(C)O1 (stereo not drawn),1.1,i
Cn1cnnc1SCc1ccc(-c2ccc(Br)cc2)o1,0.33,i
COC(=O)C(NC(C)=O)(Nc1nc2ccc(S(C)(=O)=O)cc2s1)C(F)(F)F (stereo not drawn),0.12,i
CN(Cc1ccccc1)C(=O)CCS(=O)(=O)c1ccc2c(c1)n(C)c(=O)c(=O)n2C,0.4,i
CCN(CC)CCN(C(=O)c1ccc2c(c1)CCCC2)c1nc2c(C)cccc2s1,-0.38,-8.1*
Cc1cc2nc(C(F)(F)F)[nH]c(=O)n2n1,1.5,i
CC(C)(C)c1cccc(/C=N/O)c1O,-0.68,i
CCc1cc(=O)oc2cc(C)cc(OCC(=O)NCc3cccnc3)c12,-3,i
Cc1ccc(NC2CCCCC2NS(=O)(=O)c2ccccc2)c(C)c1 (stereo not drawn),-0.35,i
COc1ccc(OC)c(NS(=O)(=O)Cc2ccccc2)c1,-2.3,i
CCN1C(=O)C(C(=O)Nc2ccc(OC)cc2)C2CC1(C)Oc1ccccc12 (stereo not drawn),-0.78,i
CCCN(CCC)c1ccc(C(O)c2nnc(-c3ccccc3)o2)cc1 (stereo not drawn),2.2,i
CCOCCOC(=O)C1=C(C)N(C)C(=O)NC1c1cc(Cl)c(O)c(OC)c1 (stereo not drawn),-1.6,i
CC(=O)CCc1oc2c([N+](=O)[O-])cccc2c1-c1ccc(C)o1,-0.07,i
O=C(Nc1ccc(OC(F)(F)F)cc1)c1ccc(S(=O)(=O)N2CCOCC2)o1,1.8,i
CC(C)(C)n1nc2c(c1NC(=O)COc1ccc3ccccc3c1)CS(=O)C2 (stereo not drawn),-0.4,i
CCOc1cc(C(=O)Nc2c(C)ccc3nsnc23)cc(OCC)c1OCC,-0.58,i
CCOC(=O)c1c(NC(=S)NC(C)=O)sc(C)c1C,-1.6,i
COc1ccc(S(=O)(=O)N(C)Cc2cccs2)cc1Br,1.3,i
